# TNF necrop inh = inhibitors of TNF-alpha triggered necroptosis, primary screen, cell-based, Jurkat FADD-/-, single concentration | Jurkat FADD-/- TNF necroptosis rescue, ATP luminescence, 24 h; 0 = TNF only, 100 = no-TNF cells | activation (protection from cell death), % at 10 µM | 220,000 tested, 0.068% active;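 active = activation, meaning protection from cell death, of at least 50% relative to plate controls; inactive = activation below 50%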;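 also: necroptosis triggered by 40 ng/mL TNF-alpha added together with compound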
# Hck-Nef inh = inhibitors of Nef-activated human Hck kinase, primary screen, biochemical, Z-Lyte FRET, 384-well, Hck-YEEI. Tyrosine-protein kinase HCK (Homo sapiens), P08631. inhibition, % at 20 µM. Recombinant Hck-YEEI plus Nef, Z-Lyte FRET kinase assay. AID 463187, 2010. 220,000 tested, 0.68% active;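 active = Hck-Nef kinase inhibition above about 50%, limit read from the data; inactive = inhibition below that limit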;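 also: 0% = DMSO with Hck plus Nef and 100% = Hck alone without Nef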
# Target sequence (P08631 whole entry, looked up): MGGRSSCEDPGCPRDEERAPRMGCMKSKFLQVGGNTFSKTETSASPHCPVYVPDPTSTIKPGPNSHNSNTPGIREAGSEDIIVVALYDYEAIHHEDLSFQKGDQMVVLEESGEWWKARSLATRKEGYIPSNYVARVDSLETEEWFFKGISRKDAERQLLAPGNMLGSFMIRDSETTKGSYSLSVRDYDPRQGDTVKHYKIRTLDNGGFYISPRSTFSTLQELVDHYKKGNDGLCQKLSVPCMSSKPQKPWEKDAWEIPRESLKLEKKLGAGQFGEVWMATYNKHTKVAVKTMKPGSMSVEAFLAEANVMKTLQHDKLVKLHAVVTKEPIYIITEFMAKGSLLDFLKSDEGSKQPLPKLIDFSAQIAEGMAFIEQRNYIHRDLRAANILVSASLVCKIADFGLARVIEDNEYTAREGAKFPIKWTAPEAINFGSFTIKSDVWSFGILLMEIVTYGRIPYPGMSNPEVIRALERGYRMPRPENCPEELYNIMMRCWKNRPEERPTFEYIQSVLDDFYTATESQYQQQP
# Cl transport mod = KCC2 cotransporter modulators, thallium flux, primary screen, cell-based, HEK293 KCC2, FluoZin-2 fluorescence, MLSMR. Solute carrier family 12 member 5 (Homo sapiens), Q9H2X9. KCC2 cells, thallium flux FluoZin-2 fluorescence. B-score of Tl+ flux slope (higher = more flux/activation; lower = inhibition) at 10 µM. 190,000 tested, 2.2% active. AID 1456, 2008;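 active = thallium flux slope and its plate-corrected score both differing from the plate sample mean at a set confidence after two filtering rounds, in either direction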;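 also: slope of fluorescence scaled to starting intensity during 10 to 20 s after thallium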
# FXIIa inh = human FXIIa protease inhibitors, primary screen, biochemical, 1536-well; Coagulation factor XII (Homo sapiens), P00748; purified FXIIa, Boc-QGR-AMC fluorogenic substrate, 2 h; inhibition, % at 5 µM; 220,000 tested, 0.3% active; AID 800, 2007; in the data active = inhibition above about 40%;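 also: 0% = enzyme with no compound and 100% = blank without enzyme; many of its hits are not listed in these tables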
# Thrombin inh = human alpha-thrombin inhibitors, primary screen, counter-screen for coagulation protease inhibitor project, biochemical, 1536-well, fluorogenic AMC substrate; inhibition, % at 5 µM; Boc-VPR-AMC fluorogenic substrate cleavage; AID 1046, 2008; 220,000 tested, 0.26% active; Prothrombin (Homo sapiens), P00734;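 active = inhibition at or above 40%; inactive = inhibition below 40%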;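 also: 0% = enzyme with no compound and 100% = wells without enzyme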
#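 Test system: human alpha-thrombin; medium: pH 7.5 Tris-saline with Tween 20; times: reaction at room temperature; signal: AMC fluorescence at 355 nm excitation and 460 nm emission; also added: Boc-VPR-AMC substrate, 15 µM final; dosing: one concentration per compound, 5 µM, with 0.2% DMSO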
# KLK5 inh = human KLK5 protease inhibitors, primary screen, biochemical, 1536-well; Kallikrein-5 (Homo sapiens), Q9Y337; recombinant hK5, fluorogenic AMC substrate cleavage; inhibition, % at 5 µM; 210,000 tested, 0.59% active; AID 873, 2007;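 active = inhibition of 40% or more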;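 also: 0% = enzyme controls without compound and 100% = no-enzyme blanks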
# Target sequence (Q9Y337 67-293 limits assumed): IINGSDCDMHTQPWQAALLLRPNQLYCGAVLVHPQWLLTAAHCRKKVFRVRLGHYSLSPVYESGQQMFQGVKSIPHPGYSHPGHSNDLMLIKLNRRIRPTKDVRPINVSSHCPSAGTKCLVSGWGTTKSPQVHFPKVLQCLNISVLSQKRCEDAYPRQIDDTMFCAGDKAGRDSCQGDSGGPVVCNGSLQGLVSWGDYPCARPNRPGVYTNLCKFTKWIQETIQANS
# FXIa inh = human FXIa protease inhibitors, primary screen, biochemical, 1536-well; Coagulation factor XI (Homo sapiens), P03951; purified FXIa, Boc-Glu-Ala-Arg-AMC fluorogenic substrate; inhibition, % at 5 µM; 220,000 tested, 0.14% active;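 active = inhibition of at least 40%; inactive = inhibition below 40%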;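 also: fluorescence of freed AMC excited at 355 nm; 0% = enzyme without compound and 100% = no enzyme blank; many of its hits are not listed in these tables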
# L929 necroptosis = inhibitors of zVAD-triggered necroptosis, primary screen, L929 cells; L929 zVAD necroptosis rescue, ATP luminescence, 24 h; with zVAD 60 µM; viability rescue, % at 10 µM; 220,000 tested, 0.38% active; AID 1377, 2008;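 active = activation, scaled between plate controls, above about 75%, limit read from the data; inactive = activation under that limit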;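 also: 0% = zVAD with DMSO and 100% = DMSO alone without zVAD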
# Rad51 HR inh = human RAD51 strand exchange inhibitors, primary screen, biochemical, fluorescence | DNA repair protein RAD51 homolog 1 (Homo sapiens), Q06609 | hRad51 DNA strand exchange, fluorescence dequenching | inhibition, % at 10 µM | 200,000 tested, 0.085% active | AID 1385, 2008;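 active = inhibition above 40% at the single screening dose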;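 also: 0% = DMSO control wells and 100% = blanks with heterologous ssDNA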
# Target sequence (Q06609 whole entry, looked up): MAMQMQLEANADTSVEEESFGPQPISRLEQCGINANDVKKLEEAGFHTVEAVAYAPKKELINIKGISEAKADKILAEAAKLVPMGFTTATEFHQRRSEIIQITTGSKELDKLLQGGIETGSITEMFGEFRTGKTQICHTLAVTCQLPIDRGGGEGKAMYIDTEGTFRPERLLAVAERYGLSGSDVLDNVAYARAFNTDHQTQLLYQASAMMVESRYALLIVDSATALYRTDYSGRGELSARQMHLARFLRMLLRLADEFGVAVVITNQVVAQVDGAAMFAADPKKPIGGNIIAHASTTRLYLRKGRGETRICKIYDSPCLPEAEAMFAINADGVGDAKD
#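 material = hRad51 filaments on single-stranded DNA | timing = filaments 15 min 37 °C, then compound 30 min | signal = FRET fluorescence dequenching, excitation 485 nm, emission 520 nm | benchmarks = control wells and blank wells on each plate | evaluation = percent inhibition relative to plate controls and blanks | compound = 10 µM final, single point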
# Starred values were filed as active, the others as inactive; i = inactive; · = no result given. This is a subset, so the mix of outcomes need not match the whole.
SMILES,TNF necrop inh,Hck-Nef inh,Cl transport mod,FXIIa inh,Thrombin inh,KLK5 inh,FXIa inh,L929 necroptosis,Rad51 HR inh
CCN1CCN(C2=CC3=CC(=C(C#N)C#N)CCC3CC2)CC1 (stereo unspecified),1.2,0,i,17,15,6,10,-1.4,i
Cc1nn(C)c(C(=O)NNC(=O)Nc2cccc(C(F)(F)F)c2)c1Cl,0.6,-3,-0.18,-7,1,-14,-4,2.9,4
CC1(OC(=O)C2CCCC2)C(=O)C=C2C=C(c3ccsc3)N(C(CO)CO)C=C2C1=O (stereo unspecified),1.2,22,0.45,6,-2,1,1,-0.1,-2
C=CCn1c(CSCc2ccc(C)cc2)nnc1SCC(=O)NCc1ccccc1,0.3,2,-0.94,-1,-19,4,7,0.1,-8
COc1ccccc1CC(=O)NC1CCC(C)CC1 (stereo unspecified),2.0,-4,-0.56,13,6,3,-2,1.5,-1
COC(=O)c1cc(COc2ccc3c4c(c(=O)oc3c2)CCC4)c(C)o1,0.8,-1,·,1,-7,-18,-14,0.8,·
Cc1ncc([N+](=O)[O-])n1CCOC(=O)c1ccc(Cl)cc1Cl,-1.1,1,0.05,3,-8,-20,-1,0.1,-3
O=C(NCc1nc2ccccc2[nH]1)c1ccccc1F,2.1,11,0.24,2,-10,-2,-2,0.1,·
Cc1ccc(Oc2cc(NC(=O)CCCn3nc([N+](=O)[O-])cc3C)cc([N+](=O)[O-])c2)cc1,1.2,2,-0.26,-1,-14,-20,-2,0.3,2
COC(=O)c1nc(N)sc1C,0.5,22,0.81,3,-5,-5,-5,1.0,-10
CC(C)NC(=O)c1ccc(OC2CSC2)cc1,-0.3,-1,·,12,3,-6,3,0.8,-4
CCN1CCN(C(=O)Cn2c(=O)sc3ccccc32)CC1,-0.2,0,0.097,8,-6,1,-2,0.1,-6
c1ccc(-c2nnc(SCCC3OCCCO3)o2)cc1,-2.0,-1,-0.035,0,-4,8,-13,0.3,·
CNC(=O)NC(=O)CSc1nc2ccccc2n1CCOC,0.1,0,-0.55,19,4,-1,3,0.8,5
CCOC(=O)N1CCN(c2ncnc3c2oc2nc(C(C)C)c4c(c23)CCC4)CC1,0.9,-2,-2.7,12,-8,-19,2,3.4,0
Cc1ccc(-c2nc3cc(N)ccc3o2)cc1,-5.9,0,0.62,6,-6,-5,-6,0.1,·
Cc1cc(C)n(S(=O)(=O)/C=C/c2ccccc2)n1,-6.1,-8,-0.49,-4,2,25,1,3.6,2
CC1=CC(C)C2C(=O)N(c3ccccc3)C(=O)C2C1 (stereo unspecified),1.9,1,1.2,13,1,-6,10,0.6,-16
CCN(CC(=O)Nc1ccccc1OC)CC(=O)Nc1c(Cl)ccc(C)c1Cl,-1.1,23,-1.3,8,9,13,8,0.1,22
O=C1C2C3C=CC(CC3)C2C(=O)N1/N=C/c1ccc(O)cc1 (stereo unspecified),-1.7,2,0.46,9,1,-14,-4,0.0,-3
O=C(COC(=O)c1ccccn1)c1ccc(Br)cc1,1.7,-7,0.24,0,-6,-37,-4,-1.5,-3
C=CCn1c(-c2csc3c2CCC(C)C3)n[nH]c1=S (stereo unspecified),-0.1,1,4.7,0,-9,-13,-2,0.3,7
COc1cc(C(=O)N=c2sc3c(C)ccc(OC)c3n2C)cc(OC)c1OC,-2.3,35,0.69,-1,-4,0,-2,0.1,-8
CCC(C)Cn1c(S(=O)(=O)O)nc2ccccc21 (stereo unspecified),-1.7,12,1.4,10,4,-23,8,0.8,3
O=S(=O)(c1ccccc1S(=O)(=O)N1CCCCC1)N1CCCCC1,0.2,1,1.4,9,1,-6,2,-0.2,-1
Cn1c(=O)c2c(ncn2CC(O)CNc2cccc(Cl)c2)n(C)c1=O (stereo unspecified),-1.0,21,-0.83,5,-7,0,-4,2.0,-8
N#Cc1c(-c2ccccc2)[nH]c(=O)[nH]c1=O,-0.5,24,-1.1,-1,0,-7,4,1.1,1
CC(Oc1ccc(Cl)cc1Cl)C(=O)NCCCN1CCOCC1 (stereo unspecified),0.6,2,·,12,1,8,4,0.3,4
CCOC(=O)N1CCC(NCCNC(=O)c2ccccc2)CC1,-1.2,0,·,7,-3,-1,7,0.0,1
CC(C)=C1C2CCC1C1C(=O)N(c3ccc4c(c3)OCO4)C(=O)C21 (stereo unspecified),-0.3,0,-0.33,7,1,-5,2,·,33
Cc1ccccc1N(CC(=O)NC(C)(C)C)C(=O)CS(=O)CC(=O)Nc1ccc2c(c1)OCO2 (stereo unspecified),1.1,19,·,1,-11,-4,-7,0.8,3
CC(C(=O)c1ccccc1)[n+]1cccc(C(N)=O)c1 (stereo unspecified),0.0,5,·,7,-3,-3,1,-0.1,11
Cc1ccc(C(=O)N2CCN(c3ccc([N+](=O)[O-])c(NCc4cccnc4)c3)CC2)cc1,-2.6,-2,-2.8,7,0,-6,10,1.8,14
CC(=O)c1ccc(NS(=O)(=O)c2c(C)cc(C)cc2C)cc1,0.1,20,-0.52,2,-11,-1,-2,-1.4,-2
Cc1cccc2cc(C3CC(c4ccco4)=NN3C(=O)CCC(=O)O)c(Cl)nc12 (stereo unspecified),0.5,4,2.1,17,1,2,8,0.2,·
c1ccn2c(SCc3ccc4c(c3)OCO4)nnc2c1,-2.9,-1,-0.54,11,0,2,1,-0.4,3
Cc1cc(C)c(S(=O)(=O)n2ccc3ccccc32)c(C)c1,-0.9,-1,·,11,1,-2,0,-0.6,·
COc1ccc(CN(Cc2ccncc2)C(=O)CCC(=O)O)cc1,1.0,-1,·,16,-2,-12,4,0.6,0
CCOC(=O)c1cnc(SCC(=O)Nc2ccccc2C(=O)OC)nc1N,-1.4,4,-2.8,8,3,-2,7,0.4,8
COc1ccc(/C=C2\SC(=NCc3ccccc3)N(Cc3ccccc3)C2=O)cc1OC,-2.9,4,-0.25,12,-15,-3,-5,-0.1,-2

# Reprinted at random: five records from the list.
SMILES,TNF necrop inh,Hck-Nef inh,Cl transport mod,FXIIa inh,Thrombin inh,KLK5 inh,FXIa inh,L929 necroptosis,Rad51 HR inh
Cc1cc(C)c(S(=O)(=O)n2ccc3ccccc32)c(C)c1,-0.9,-1,·,11,1,-2,0,-0.6,·
Cc1ccccc1N(CC(=O)NC(C)(C)C)C(=O)CS(=O)CC(=O)Nc1ccc2c(c1)OCO2 (stereo unspecified),1.1,19,·,1,-11,-4,-7,0.8,3
Cc1ccc(C(=O)N2CCN(c3ccc([N+](=O)[O-])c(NCc4cccnc4)c3)CC2)cc1,-2.6,-2,-2.8,7,0,-6,10,1.8,14
COc1ccc(/C=C2\SC(=NCc3ccccc3)N(Cc3ccccc3)C2=O)cc1OC,-2.9,4,-0.25,12,-15,-3,-5,-0.1,-2
COc1ccc(CN(Cc2ccncc2)C(=O)CCC(=O)O)cc1,1.0,-1,·,16,-2,-12,4,0.6,0

# Remaining list, next part
SMILES,TNF necrop inh,Hck-Nef inh,Cl transport mod,FXIIa inh,Thrombin inh,KLK5 inh,FXIa inh,L929 necroptosis,Rad51 HR inh
O=C(CN1C(=O)C2CCCCC2C1=O)OCc1nnc(-c2ccccc2)o1 (stereo unspecified),0.5,24,0.92,13,-12,3,1,1.6,7
CC(=O)Nc1ccc(NC(=O)CN(c2ccc([N+](=O)[O-])cc2)S(=O)(=O)c2ccccc2)cc1,0.7,15,·,11,-2,18,0,-1.1,·
Cc1cc(C(=O)CSc2n[nH]c(-c3ccccc3F)n2)c(C)n1Cc1cccs1,-1.0,2,-1.5,15,1,-9,5,-0.5,-15
Cc1cc(Br)ccc1SCC(=O)OCC(=O)NC(C)c1ccccc1 (stereo unspecified),1.1,-5,-0.21,16,1,-9,5,0.0,10
O=C(CCCSc1nc2ccccc2c(=O)[nH]1)c1ccc(F)cc1,1.3,11,-0.013,5,·,-1,6,0.4,5
COc1ccc(N2C(=O)CSC2c2cccc(F)c2)c(OC)c1 (stereo unspecified),-2.0,2,0.11,9,4,0,2,0.8,2
CC(=O)Nc1c(C)ccc(CNC(=O)COc2ccc(F)cc2)c1C,0.3,-3,0.2,6,-2,-15,-8,0.8,-1
COc1cc(/C=N\NC(=O)c2c(C)nc3cc(C)ccn23)ccc1O,0.8,21,·,8,-9,0,-3,6.1,0
NC(=O)COC(=O)/C=C/c1ccc(S(=O)(=O)N2CCCCCC2)cc1,-2.9,-9,0.88,13,0,6,0,-0.4,2
COC(=O)C1=C(C)NC(C)=C(C(=O)OC)C1c1ccccn1,-1.9,9,0.063,-15,-16,-1,-7,-0.8,-2
COc1cc(/C=C/C(=O)c2ccc(C)cc2)ccc1OCC#N,-10,4,-0.93,8,-1,0,1,0.5,7
Cc1cccc(C(=O)NC2CCN(CC(=O)N3CCOCC3)CC2)c1,-1.0,0,-0.0038,14,-4,2,3,-0.1,10
Cc1ccc(S(=O)(=O)N(C)C)cc1NC(=S)N1CCN(Cc2ccc3c(c2)OCO3)CC1,-3.7,4,-0.97,1,-6,-4,-5,-0.2,1
Cc1cc([N+](=O)[O-])ccc1NC(=O)C[n+]1ccc(N(C)C)cc1,-1.1,20,0.01,15,9,-3,2,1.0,18
Cc1cc(=O)oc(C)c1C(=O)OCC(=O)c1ccc(Cl)cc1,-1.0,-1,-0.037,10,-4,-15,0,-0.2,-18
CC(C)C(NC(=O)c1ccco1)C(=O)NCC(c1ccco1)N1CCCCC1 (stereo unspecified),0.5,-1,0.22,3,-5,-11,-4,0.8,1
CCc1ccccc1NC(=S)N1CCC(C(=O)c2ccc(F)cc2)CC1,-5.8,1,·,6,1,-11,3,-0.3,-3
CCNc1ccc(S(=O)(=O)N(C)C)cc1NCC(=O)Nc1ccc(Br)cc1F,0.1,5,-1,2,-11,-21,-1,-0.3,-8
CSc1nc(-c2ccccc2)c(C#N)c(=O)n1C,-2.1,20,-1.3,6,-5,0,-2,0.1,·
COc1cccc2c(=O)n(CC(=O)N3CCC(C)CC3)ccc12,-1.7,1,·,8,-1,1,0,-0.5,-5
CCN(CC)C(=O)C(C(=O)c1cccc([N+](=O)[O-])c1)n1cc(Cl)ccc1=O (stereo unspecified),-0.7,-1,0.79,8,4,-4,1,0.1,24
Cn1c(N)c(C(=O)COC(=O)CCC(=O)c2cccs2)c(=O)n(C)c1=O,-3.1,-2,0.76,15,4,-24,1,0.1,1
CCOc1ccccc1N(CC(=O)Nc1ccc(C)cc1)S(C)(=O)=O,0.7,-3,-0.033,14,1,5,10,0.8,4
COc1ccc(C)cc1S(=O)(=O)N(C)CC(=O)Nc1ccccc1,-0.8,5,1.8,13,3,4,1,-0.2,20
Cc1cc(C(=O)Nc2sc3c(c2C#N)CCCCC3)cs1,-0.4,7,0.92,-2,-10,-15,3,0.2,-14
